Screening data deposited in PubChem BioAssay by National Center for Advancing Translational Sciences (NCATS).
BLM inh = inhibitors of human Bloom syndrome helicase BLM; recombinant BLM DNA unwinding, fluorescence dequenching; hit rate 0.2% among 350,000; AID 2528; P54132; Potency, µM (highest dose often 56.1 µM), for the others: top-dose activity change, negative = inhibition, most hits filed as inhibitors;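 further: plate controls were vehicle for no effect and no enzyme for full effect; nearly all actives have a fitted effect of over 35% in size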
Pin1 inh = inhibitors of human Pin1. Pin1 FP peptide displacement, HiFluor488, 10 min. Potency, µM (doses to about 115 µM), inactives show top-dose activity, negative = inhibition, actives largely listed as inhibitors. hit rate 0.009% among 390,000. AID 504891; active means well fitted inhibition curve with a large enough effect in the polarisation, with a control signal flat, not every such curve was filed as active; inconclusive means small, poorly fitted or top-dose-only effect, or effect the other way, or a change in a side signal; inactive means no such curve, though single readings can be large or run the other way; the % refers to the polarisation; further: on the % scale 0 is the no-effect control and ±100 the full control effect
HP1b binding inh = blocks HP1-beta chromodomain binding to methylated histone tails; P83916; AlphaScreen HP1-beta / biotin-H3K9me3 peptide binding; Potency, µM (titrated, usually from 114 µM), for inactives: at the highest dose activity change, negative = inhibition, hits mostly inhibitors; hit rate 0.56% among 390,000; further: nearly all actives have a fitted effect of over 70% in size; inactives centre near 23
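AlphaScreen: HP1-beta (50 nM) preformed 30 min with biotin-H3(1-18)K9me3 peptide (50 nM) in PBS pH 7.4, 0.01% Tween-20. Compound added for 30 min at RT, then streptavidin donor/nickel chelate acceptor beads (10 ug/mL) for 30 min.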
POLI inh = inhibitors of human DNA polymerase iota. Pol iota fluorescent replication assay, 10 min. AID 588590. Potency, µM (titrated, usually from 115 µM), for inactives: at the highest dose activity, negative = inhibition, most hits filed as inhibitors. hit rate 1% among 390,000
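Pol iota at 10 nM preincubated 15 min with compounds at room temperature; reaction started with fluorescent substrate, 50 nM final. Fluorescence read kinetically at 0 and 10 min; buffer-only wells as negative control.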
JMJD2A Tudor = JMJD2A Tudor domain (human) inhibition | O75164 | AlphaScreen JMJD2A-Tudor / H3K4me3 peptide binding | Potency, µM (top dose mostly 114 µM), for the others: at the top dose activity change, negative = inhibition, usual class: inhibitors | hit rate 4.4% among 390,000; further: on the % scale 0 is the no-effect control and ±100 the full control effect; nearly all actives have a fitted effect of over 50% in size
BAZ2B inh = BAZ2B (human) inhibition; Q9UIF8; AlphaScreen BAZ2B-H3K14Ac peptide displacement; Potency, µM (doses to about 114 µM), for inactives: top-dose activity change, negative = inhibition, usual class: inhibitors; hit rate 4.4% among 360,000; further: on the % scale 0 is the no-effect control and ±100 the full control effect; nearly all actives have a fitted effect of over 60% in size
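Inhibition is scored as reduced AlphaScreen emission. The BAZ2B/b-H3(5-23)K14Ac complex (50 nM each) in PBS pH 7.4, 0.01% Tween-20 meets compound (up to 110 uM) for 30 min at RT before bead addition.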
GLS inhibitor = inhibitors of human glutaminase (GLS) | O94925 | GLS enzymatic activity, qHTS titration | Potency, µM (titrated, usually from 45.5 µM), inactives show top-dose activity change, negative = inhibition, most hits filed as inhibitors | hit rate 0.21% among 410,000 | AID 624170; further: on the % scale 0 is the no-effect control and ±100 the full control effect
Target sequence (O94925 whole entry, looked up): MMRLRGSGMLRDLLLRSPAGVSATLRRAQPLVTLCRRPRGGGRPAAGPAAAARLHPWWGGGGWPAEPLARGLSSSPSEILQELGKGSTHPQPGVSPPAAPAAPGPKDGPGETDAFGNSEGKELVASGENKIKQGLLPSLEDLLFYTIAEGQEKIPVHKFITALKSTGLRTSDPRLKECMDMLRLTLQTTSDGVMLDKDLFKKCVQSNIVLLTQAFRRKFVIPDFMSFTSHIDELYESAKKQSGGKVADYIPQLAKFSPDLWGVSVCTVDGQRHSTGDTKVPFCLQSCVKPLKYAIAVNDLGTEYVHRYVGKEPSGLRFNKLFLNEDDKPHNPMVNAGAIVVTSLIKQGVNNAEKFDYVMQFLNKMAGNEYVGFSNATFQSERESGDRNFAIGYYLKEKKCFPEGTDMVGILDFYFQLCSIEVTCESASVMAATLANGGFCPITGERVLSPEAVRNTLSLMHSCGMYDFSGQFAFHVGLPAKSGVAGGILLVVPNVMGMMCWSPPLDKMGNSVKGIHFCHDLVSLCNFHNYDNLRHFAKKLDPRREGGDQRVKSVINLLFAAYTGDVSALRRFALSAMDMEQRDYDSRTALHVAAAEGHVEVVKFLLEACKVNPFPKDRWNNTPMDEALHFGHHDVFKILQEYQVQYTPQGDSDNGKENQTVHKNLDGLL
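Two-point fluorescence kinetic (t0, 30 min RT) for hKGA; glutamate detected via glutamate oxidase–HRP–Amplex Red. Substrate: 1 mM L-glutamine solution; buffer 45 mM KH2PO4, pH 8.2.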
PGK inhibitor = T. brucei PGK inhibition. hit rate 0.043% among 380,000. PGK/GAPDH coupled, Kinase-Glo luminescence, 60 min. Potency, µM (doses to about 57.5 µM), for the others: at the top dose activity change, negative = inhibition, usual class: inhibitors. AID 602233. P07378; further: on the % scale 0 is the no-effect control and ±100 the full control effect; nearly all actives have a fitted effect of over 60% in size
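Luminescent ATP detection (Kinase-Glo Plus) follows a 60-minute room-temperature incubation, with wells lacking PGK as controls. Buffer: 100 mM TEA (pH 7.6), 5 mM MgCl2, 0.01% Tween-20. Coupling enzyme GAPDH (100 nM final) supplies unstable 1,3-BPG in-well.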
G9a block = inhibitors of human histone lysine methyltransferase G9a; Q96KQ7; G9a H3K9 monomethylation, AlphaScreen, 2 h; Potency, µM (titrated, usually from 102 µM), for inactives: at the highest dose activity, negative = inhibition, hits mostly inhibitors; hit rate 8.8% among 350,000; AID 504332; further: on the % scale 0 is the no-effect control and ±100 the full control effect; nearly all actives have a fitted effect of over 75% in size
Target sequence (Q96KQ7 913-1193 limits assumed): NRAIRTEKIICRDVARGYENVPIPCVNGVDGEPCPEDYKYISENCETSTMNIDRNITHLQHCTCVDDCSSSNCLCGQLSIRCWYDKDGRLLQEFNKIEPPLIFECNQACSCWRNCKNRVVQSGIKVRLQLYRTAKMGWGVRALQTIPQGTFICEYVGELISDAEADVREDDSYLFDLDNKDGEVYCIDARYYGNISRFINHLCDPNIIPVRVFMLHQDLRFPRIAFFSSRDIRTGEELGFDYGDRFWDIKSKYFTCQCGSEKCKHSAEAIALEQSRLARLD
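Chemiluminescent proximity detection of H3K9 monomethylation, read after 10 min bead incubation in the dark. Reaction: 20 nM G9a, 500 nM biotin-H3K9 peptide, 20 uM SAM cofactor, 2 h, room temperature, following 15 min enzyme-compound preincubation.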
Active calls of the source: *; i = inactive; ? = inconclusive; . = not tested or not shown; [ ] = another dose, or the depositor's remark. Unless noted, the call rests on the fitted dose curve; in most records, active means well fitted curve in the direction sought with a large enough effect; inconclusive means small, poorly fitted or top-dose-only effect, or another doubt; inactive means no such curve, though single readings can be large; an effect the other way counts as inactive or inconclusive. Potency means the concentration at half of the fitted maximal effect. Not all compounds are listed; count on the stated rates, not on these rows.

The first four records, to show the layout:
smiles	POLI inh	Pin1 inh	JMJD2A Tudor	BLM inh	BAZ2B inh	G9a block	GLS inhibitor	PGK inhibitor	HP1b binding inh
CCOc1ccc(CCNC(=O)C2CCN(c3ncnc4c3nc3n4CCCCC3)CC2)cc1	16%	6%	-14%	1%	-5%	-2%[59 µM]	-4%	9%	28%
COc1cccc(NC(=O)CSCc2n[nH]c(=O)[nH]2)c1	9%	1%	-1%	-1%	-2%	6%[59 µM]	1%	.	18%
C/C(=N\NC(=S)Nc1ccccc1C)c1ccc(O)cc1	86%[activator]	1%	?	-4%	?	35µM*	10µM*	8%	?
COc1ccc(OC)c(S(=O)(=O)Nc2ccc3c(c2)N(C(C)=O)CCC3)c1	17%	2%	-8%	.	-22%	?	1%	0%	36%[activator]

The whole of this part, from the start:
smiles	POLI inh	Pin1 inh	JMJD2A Tudor	BLM inh	BAZ2B inh	G9a block	GLS inhibitor	PGK inhibitor	HP1b binding inh
CCOc1ccc(CCNC(=O)C2CCN(c3ncnc4c3nc3n4CCCCC3)CC2)cc1	16%	6%	-14%	1%	-5%	-2%[59 µM]	-4%	9%	28%
COc1cccc(NC(=O)CSCc2n[nH]c(=O)[nH]2)c1	9%	1%	-1%	-1%	-2%	6%[59 µM]	1%	.	18%
C/C(=N\NC(=S)Nc1ccccc1C)c1ccc(O)cc1	86%[activator]	1%	?	-4%	?	35µM*	10µM*	8%	?
COc1ccc(OC)c(S(=O)(=O)Nc2ccc3c(c2)N(C(C)=O)CCC3)c1	17%	2%	-8%	.	-22%	?	1%	0%	36%[activator]
O=C(CCn1cnc2onc(-c3ccc(F)cc3)c2c1=O)Nc1cccc(C(F)(F)F)c1	-4%	6%	-4%	-8%	19%[57.1 µM]	2%[59 µM]	-3%	-5%	47%[activator]
COc1ccc(-c2cc(-c3nnc(COC(=O)C4CC4C)o3)c3ccccc3n2)cc1OC (centres undefined)	12%	61%[activator]	30%	0%	14%	180%[activator][59 µM]	5%	3%	103%[activator]
O=C(N/C=N/OCc1ccc(Cl)cc1Cl)NOCc1c(Cl)cccc1Cl	?	23%	7%	-4%	11%	8%[59 µM]	4%	-3%	27%
COc1ccc(S(=O)(=O)Nc2ccc(S(=O)(=O)Nc3ccc(F)cc3)cc2)cc1C	?	0%	-2%[11.4 µM]	4%	5%	-16%[59 µM]	29%	3%	-23%
COc1ccc(C(=O)NCc2ccc(S(N)(=O)=O)cc2)cc1[N+](=O)[O-]	22%	0%	-11%	-4%	-2%	-10%	5%	-7%	36%
Cc1ccc2c(c1)N(C(=O)CCC(=O)NCCCN1CCN(C)CC1)CCO2	6%	-3%	-11%	-1%	-2%	22%	-4%	i	56%[activator]
O=C(NCCN1CCC(Cc2ccccc2)CC1)C1CCN(S(=O)(=O)N2CCC3(CC2)OCCO3)CC1	-21%	7%	-27%	-5%	-7%	?	-9%	-2%	24%
CC(C)N(C(=O)CSc1nnc(Cn2nnc3ccccc32)n1C)C(C)C	14%	-8%	-1%	1%	11%	42%[12.7 µM]	7%	0%	37%
O=C(c1ccc(Cl)cc1)c1cn[nH]c1-c1ccccc1O	20%	?	-12%	-8%	6%	8%[59 µM]	.	6%	43%[activator]
CCc1ccc(NC(=O)c2ccc(NC(=O)C3CCCO3)cc2)cc1 (centres undefined)	98%[activator]	-1%	-1%	-3%	-7%	16%	1%	10%	35%
COc1cc(C(=S)N2CCN(c3ccccc3Cl)CC2)cc(O)c1O	?	?	32µM*	?	50µM*	1.8µM*	2%	-19%	11µM*
COc1cc(/C=C/C(=O)OCC(=O)NCCN2C(=O)CSC2=O)ccc1OC(F)F	28%	-3%	5%	-1%	-3%	-7%	-6%	i	32%
C[C@H](CO)N1C[C@H](C)[C@@H](CN(C)C(=O)NC2CCCCC2)Oc2c(NC(=O)Cc3ccccc3)cccc2C1=O	17%	2%	-4%	.	.	.	1%	-1%	60%[activator]
COc1cccc(NC(=O)COC(=O)c2cccnc2)c1	17%	33%[activator]	-16%	-5%	3%	10%[2.33 µM]	8%	2%	21%
COc1ccc(-c2cc(C(F)(F)F)nc(N3CCN(Cc4ccccc4)CC3)n2)cc1OC	12%	4%	-23%	-9%	-37%	8%[12.7 µM]	3%	-2%	22%
Cc1sc2ncn(CC(=O)NCc3ccccc3)c(=O)c2c1C	-17%	23%	-26%	-8%	-3%	31%[12.7 µM]	-23%	-3%	54%

2 records picked at random from the list so far, as already listed:
smiles	POLI inh	Pin1 inh	JMJD2A Tudor	BLM inh	BAZ2B inh	G9a block	GLS inhibitor	PGK inhibitor	HP1b binding inh
CCOc1ccc(CCNC(=O)C2CCN(c3ncnc4c3nc3n4CCCCC3)CC2)cc1	16%	6%	-14%	1%	-5%	-2%[59 µM]	-4%	9%	28%
COc1ccc(-c2cc(C(F)(F)F)nc(N3CCN(Cc4ccccc4)CC3)n2)cc1OC	12%	4%	-23%	-9%	-37%	8%[12.7 µM]	3%	-2%	22%

(continued)
smiles	POLI inh	Pin1 inh	JMJD2A Tudor	BLM inh	BAZ2B inh	G9a block	GLS inhibitor	PGK inhibitor	HP1b binding inh
NC(=O)NC(c1ccccc1)c1ccccc1	-2%	-2%	-1%	-6%	-1%	-1%[59 µM]	1%	2%	26%
O=C(C1=C[C@@H](c2coc3ccccc3c2=O)C[C@@H](OCc2ccc(CO)cc2)O1)N1CCCCCCC1	10%	-1%	-29%	1%	-10%	28%[59 µM]	16%	-1%	-2%
COC(=O)c1cc(Br)cn1S(=O)(=O)c1ccccc1	-6%	-1%	22%	-3%	9%	15%	1%	3%	24%
CCOC(=O)CNC(=O)N1CCCC(C(=O)c2ccccc2SC)C1 (centres undefined)	22%	9%	-1%	-2%	3%	16%	-3%	i	58%[activator]
CCOP(=O)(OCC)C(Nc1ccccn1)c1ccc(F)cc1 (centres undefined)	13%	0%	4%	-5%	-5%	14%[59 µM]	-3%	0%	25%
CCC1Oc2ccc(C)cc2N(CC(=O)NCc2ccco2)C1=O (centres undefined)	?	2%	-4%	-2%	-16%	-3%	8%	1%	27%
O=C(c1ccc(OC2CCN(C/C=C/c3ccccc3)CC2)cc1)N1CCCC1	25%	1%	-19%	-5%	-8%	.	-2%	3%	20%
COc1ccc(S(=O)(=O)N2CCCCC2C(=O)O)cc1 (centres undefined)	26%	0%	-5%	-2%	-18%	-36%[59 µM]	2%	4%	33%[activator]
Cc1cc(N2CCOCC2)nc(SCC(=O)c2ccccc2)n1	11%	0%	0%	3%	11%	6%[59 µM]	1%	5%[11.5 µM]	36%[activator]
CC(=O)Nc1ccccc1C(=O)N1CCN(c2cccc(C)c2C)CC1	-6%	3%	-6%	3%	0%	.	2%	10%	23%
CCN1C(=O)[C@@H]2[C@@H](c3ccc(-c4ccc(C(C)=O)cc4)cc3)N3CCCC[C@@]3(C(=O)OC)[C@@H]2C1=O	-1%	47%[activator]	-24%	.	-28%	17%[2.33 µM]	-2%	-4%	34%
COc1cc(OC)cc(C(=O)NCC(=O)N2CCC(C)CC2)c1	7%	-5%	-9%[57.1 µM]	0%	1%	7%[59 µM]	-9%	-11%	19%
COc1ccc(-n2cc(C(=O)O)c(=O)cc2C)cc1	81%[activator]	-7%	?	-8%	?	45µM*	?	4%	-3%
Cc1cccc(-[n+]2c(C)cc(C)c3c(=O)[nH]c(=O)[nH]c32)c1	15%	?	-1%	-12%	2%	50µM*	1%	-6%	22%
CCC1ON(C(C)C)C2c3nc4ccccc4n3CC12 (centres undefined)	-14%	1%	-4%	-1%	-1%	?	2%	-10%	44%[activator]
Cc1cccc(C(=O)NNS(=O)(=O)c2ccc(F)cc2)c1O	82%[activator]	6%	2µM*	-2%	-11%	4%	?	0%	26%
CC(C)N(C(=O)Nc1ccc2nsnc2c1)C(C)C	1µM*	.	79µM*	5.6µM*	-1%	.	-23%	-26%	-14%
COc1ccccc1CNC(=O)CCn1cnc2ccccc2c1=O	?	2%	56µM*	-5%	50µM*	16µM*	?	-28%	?
O=C(/C=C/c1ccc(Cl)cc1Cl)NC(=S)Nc1ccccn1	?	-3%	-7%	-2%	-4%	20%[2.33 µM]	-11%	-8%	30%
COc1cc2c(C(=O)NCCCN3CC(C)CC(C)C3)cn(CC(C)C)c(=O)c2cc1OC (centres undefined)	2%	-7%	-12%[57.1 µM]	2%	8%	-14%[2.33 µM]	-1%	0%	52%[activator]
Cc1noc(C)c1COC(=O)c1ccc(-c2nc3ccccc3s2)s1	11%	11%	42%[activator]	-4%	12%	-1%[12.7 µM]	-10%	-1%	34%
COc1ccc(C(C(=O)NC2CCCCC2)N(C(=O)Cc2c[nH]c3ccccc23)c2ccccc2C)cc1OC (centres undefined)	-3%	27%	?	-5%	-35%	-19%[59 µM]	2%	-5%	6%
COc1ccccc1-c1cn(S(=O)(=O)c2ccc(F)cc2)nc1N	2%	-3%	-21%	-8%	2%	-5%[12.7 µM]	10%	-1%	22%
O=c1oc2cc(O)ccc2cc1-c1ccc(F)cc1	?	16%	-14%[11.4 µM]	-6%	18%	26%[12.7 µM]	-24%	-17%	15%
O=C(CSc1nnnn1-c1ccccc1)N1CCc2ccccc2C1	-8%	-10%	3%	-8%	6%	14%[59 µM]	3%	-7%	42%
